PPC-1+TRAIL kill: PPC-1 cancer cell killing with TRAIL present. 220,000 compounds, 0.41% hits. PPC-1 cells + TRAIL, ATPLite viability luminescence. cell killing (% activity), % at 4 µM;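 active means cell killing above 50% in the first pass at 4 µM, then a duplicate retest at 5 µM averaging 50% or more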;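 further: plate controls were cells with TRAIL plus DMSO for no effect and medium-only wells lacking cells for full effect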
Furin inh: blocks human furin protease activity; P09958; purified furin, fluorogenic substrate cleavage; inhibition, % at 30 µM; 220,000 compounds, 0.061% hits; in the data active means inhibition above about 25%; further: inactives centre near -15
RBBP9 inh: blocks human serine hydrolase RBBP9 | O75884 | recombinant RBBP9, FP-Rh probe fluorescence polarization | inhibition, % at 7.94 µM | 220,000 compounds, 0.2% hits | AID 1515;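 active means inhibition above the campaign mean of all tested compounds plus 3 SD, cut at about 14% in these data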;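 further: plate controls were DMSO wells with RBBP9 for no effect and wells lacking RBBP9 protein for full effect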
Target sequence (O75884 whole entry, looked up): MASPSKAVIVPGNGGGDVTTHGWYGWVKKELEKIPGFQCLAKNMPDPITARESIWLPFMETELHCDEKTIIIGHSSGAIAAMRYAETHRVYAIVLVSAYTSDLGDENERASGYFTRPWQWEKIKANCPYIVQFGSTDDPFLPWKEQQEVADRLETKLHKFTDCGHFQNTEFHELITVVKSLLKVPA
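Measured by – fluorescence polarization · Test system – RBBP9 protein · Input – 2.5 µM RBBP9 dispensing solution, before mixing · Measure – percent inhibition from mP, scaled between DMSO and no-protein wells · Benchmarks – DMSO-treated enzyme wells and wells lacking RBBP9 · Times – preincubation 30 min plus labeling 45 min at 25 °C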
p47phox inh: p47phox (human) inhibition; P14598; p47phox/p22phox peptide binding, fluorescence polarization, 2 h; inhibition, % at 24.7 µM; 220,000 compounds, 0.53% hits; AID 1274;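 active means inhibition above about 30%, limit read from the data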;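 further: 0% = p47phox with labelled peptide and 100% = labelled peptide alone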
TbHK1 inh: blocks Trypanosoma brucei hexokinase 1 activity; 220,000 compounds, 0.11% hits; inhibition, % at 10 µM; recombinant TbHK1, G6PDH-coupled NADH A340;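 active means inhibition of 50% or more in the single-dose primary screen; inactive means inhibition below 50%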
p97 inhibitor: blocks human p97 ATPase activity. inhibition, % at 8 µM. recombinant p97 ATPase, Kinase-Glo ATP luminescence, 3 h. P55072. 220,000 compounds, 0.42% hits; in the data active means inhibition above about 15%;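 further: 0% = DMSO vehicle and 100% = wells lacking enzyme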
Target sequence (P55072 whole entry, looked up): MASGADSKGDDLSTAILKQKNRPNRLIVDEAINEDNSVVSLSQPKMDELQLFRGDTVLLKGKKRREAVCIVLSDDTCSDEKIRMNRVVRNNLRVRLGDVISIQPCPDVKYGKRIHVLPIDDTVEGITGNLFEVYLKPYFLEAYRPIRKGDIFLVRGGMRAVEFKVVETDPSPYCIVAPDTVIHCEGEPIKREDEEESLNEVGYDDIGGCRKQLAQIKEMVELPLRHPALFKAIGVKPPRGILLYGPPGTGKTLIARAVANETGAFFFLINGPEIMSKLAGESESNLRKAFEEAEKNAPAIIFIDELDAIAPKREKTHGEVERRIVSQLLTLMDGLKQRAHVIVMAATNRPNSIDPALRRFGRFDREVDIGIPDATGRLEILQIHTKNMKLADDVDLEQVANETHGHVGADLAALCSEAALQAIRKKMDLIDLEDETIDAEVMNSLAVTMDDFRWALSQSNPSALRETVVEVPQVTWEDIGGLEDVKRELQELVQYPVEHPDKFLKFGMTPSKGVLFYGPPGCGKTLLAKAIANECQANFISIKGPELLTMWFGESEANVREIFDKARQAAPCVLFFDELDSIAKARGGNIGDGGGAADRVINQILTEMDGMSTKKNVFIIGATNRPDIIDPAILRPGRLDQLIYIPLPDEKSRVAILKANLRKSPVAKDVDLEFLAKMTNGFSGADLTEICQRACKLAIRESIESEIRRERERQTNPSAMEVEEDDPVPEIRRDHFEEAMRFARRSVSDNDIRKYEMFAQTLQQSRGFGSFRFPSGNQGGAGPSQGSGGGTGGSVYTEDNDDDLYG
EP2 antag: EP2 receptor (human) inhibition. P43116. inhibition, % at 25 µM. C6 glioma cells expressing human EP2, cAMP TR-FRET; cells stimulated with saturating PGE2. 260,000 compounds, 0.52% hits;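 active means percent inhibition above 40 after rounding to a whole number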;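 further: rat C6 glioma host cells with rolipram phosphodiesterase inhibitor present; the protocol text gives 20 µM as final concentration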
Ba/F3 V617F tox: loss of viability in JAK2V617F-driven Ba/F3 cells; Ba/F3 EpoR-JAK2V617F viability, ATP luminescence; inhibition, % at 5.6 µM; 220,000 compounds, 1.1% hits; AID 1446;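 active means inhibition above the campaign mean plus 3 SD over all tested compounds, cut at about 24% in these data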;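 further: cytokine-independent growth of Ba/F3 cells driven by EpoR plus mutant JAK2; 0% = DMSO-treated cells and 100% = JAK inhibitor I control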
BaF3 tox: reduces parental Ba/F3 cell viability, JAK2V617F counter-screen | CellTiter-Glo ATP luminescence | inhibition, % at 5.6 µM | AID 1486 | 220,000 compounds, 1.1% hits;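 active means inhibition above a per-campaign cutoff, the mean inhibition of all tested compounds plus 3 SD, cut at about 27% in these data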;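 further: 0% = DMSO wells and 100% = JAK Inhibitor I control wells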
* marks the source's active call; other numbers are inactive results; / = not tested or not shown; & = joins results of further samples; [ ] = another dose, or the depositor's remark. Only part of the results is shown; count on the stated rates, not on these rows.

entry	Compound	Ba/F3 V617F tox	p47phox inh	PPC-1+TRAIL kill	BaF3 tox	p97 inhibitor
1	O=C(c1ccc([N+](=O)[O-])cc1)N(Cc1ccc(Cl)cc1Cl)N1C(=O)CCCC1=O	-3	1	19	2	0
2	Cc1ccc(OC(=O)CCC(=O)Nc2ccc(S(=O)(=O)Nc3cc(C)on3)cc2)cc1	-3	12	2	1	2
3	COc1ccc(CC(=O)N2N=C(C)CC2(O)C(F)(F)F)cc1 (stereo not given)	-3	-22	5	5	0
4	C/C(=N\Nc1ccc(C(=O)O)cc1)c1ccc(S(=O)(=O)NCc2ccco2)cc1	-2	-18	7	0	2
5	CC1CC(N(C(=O)c2ccc(Cl)cc2)c2ccccc2)c2ccccc2N1C(=O)c1ccco1 (stereo not given)	4	2	21	4	-2
6	O=C(O)Cc1ccc(Nc2cnn(C34CC5CC(CC(CC(=O)O)(C5)C3)C4)c(=O)c2Cl)cc1	-3	-12	-5	1	2
7	COc1ccc(-c2csc(NC(=O)CSc3nnc(Nc4ccccc4C)s3)n2)cc1	1	-11	16	4	8
8	CC1CCc2sc(C(=O)N/N=C/c3ccc([N+](=O)[O-])cc3)cc2C1 (stereo not given)	-2	5	8	4	5
9	COc1cccc(CNC(=O)CCNS(=O)(=O)c2cccs2)c1	-1	-48	-9	5	4
10	CN(CCCNC(=O)CSc1cc(=O)n(C)c2ccc(Cl)cc12)Cc1ccccc1	1	2	11	3	0
11	CC(C)CCNC(=O)C(NS(=O)(=O)c1ccc2c(c1)c(=O)n(C)c(=O)n2C)c1ccccc1 (stereo not given)	-3	-6	14	3	4
12	Clc1ccccc1CSc1nnc([C@@H]2CCCN2)o1	-3	-3	12	3	5

entry	Furin inh	EP2 antag	RBBP9 inh	TbHK1 inh
1	-14[20 µM]	4	-2	-4
2	-14[20 µM]	13	-9	-3
3	-18	16	-4	10
4	-21	12	-7	-19
5	-5[20 µM]	4	-6	4
6	1	10	-7	-81
7	-14	6	2	-4
8	-9	5	-6	-14
9	-17	16	-1	4
10	-29	18	-7	7
11	-27	/	-7	-5
12	-23	9	-4	0

Remaining list, next part:
entry	Compound	Ba/F3 V617F tox	p47phox inh	PPC-1+TRAIL kill	BaF3 tox	p97 inhibitor
13	Cn1/c(=N/N=C/c2ccc([N+](=O)[O-])cc2)sc2ccccc21	-4	-7	30	-1	7
14	CC(C)C(NC(=O)Cc1ccccc1[N+](=O)[O-])C(C)C	1	0	-9	5	2
15	COCCCNC(=O)c1cc(OC)c(OC)c(OC)c1	-4	-11	-9	-1	6
16	CCC(c1nnc(SCC(=O)NCC2CCCO2)n1Cc1ccccc1)N(C)C (stereo not given)	1	/	/	0	-4
17	CCCCOc1ccc(NC(=O)CSCC(=O)OCC)cc1	3	-10	13	0	2
18	COc1cccc2sc(Nc3nc(-c4ccncc4)cs3)nc12	85*	/	5	83*	4
19	O=C(O)CCC(NC(=O)C1CCCN1C(=O)OCc1ccccc1)C(=O)O (stereo not given)	-3	6	4	4	5
20	COc1cc(SC)ccc1C(=O)Nc1c(Cl)cncc1Cl	3	-9	1	0	-2
21	CNC(C)c1ccc(S(N)(=O)=O)cc1 (stereo not given)	-1	-9	-2	8	4
22	c1ccc(CCCNCC2COc3ccccc3O2)cc1 (stereo not given)	1	0	13	0	0
23	Cc1ccc(-n2c(C)cc(C)c(C#N)c2=O)cc1C	-2	-7	5	7	5
24	Cc1c2cnn(CC(=O)Nc3c(F)c(F)cc(F)c3F)c(=O)c2c(C)n1Cc1ccc(F)cc1	2	10	-6	2	-4

entry	Furin inh	EP2 antag	RBBP9 inh	TbHK1 inh
13	-11[20 µM]	14	2	2
14	-7	4	0	1
15	-24	10	-4	-4
16	-11[20 µM]	/	0	1
17	-17	5	5	-13
18	-16	1	-3	-18
19	-26	9	3	1
20	-2	9	-9	10
21	-21	9	4	-8
22	-15	4	2	2
23	-36	4	-2	-11
24	-23	8	-12	2

Following part
entry	Compound	Ba/F3 V617F tox	p47phox inh	PPC-1+TRAIL kill	BaF3 tox	p97 inhibitor
25	CSc1nncc(/C(C)=N\Nc2ccccc2C)n1	-4	-10	1	2	1
26	CC(=O)[C@H]1CC[C@H]2[C@@H]3CCC4=CC(=O)CC[C@]4(C)[C@H]3CC[C@]12C	-1&0	3&5	9&16	-5&-9	-7&-3
27	COc1ccc(C2C(CN3CCOCC3)C(=O)N2c2ccccc2)cc1 (stereo not given)	4	9	13	3	-3
28	Cc1ccc(N2C(=O)[C@@H]3[C@H](C2=O)C2CCCN2[C@@H]3C(=O)c2ccccc2)cc1 (stereo not given in full)	-6	-29	26	4	1
29	O=C(Nc1ccc(N2CCN(C(=O)c3ccco3)CC2)cc1)c1ccccc1F	0	3	8	4	2
30	CN(C)c1cccc(C(=O)OCC(=O)Nc2nccs2)c1	-3	-16	14	0	5
31	Cc1c(Cl)cccc1NC(=O)COC(=O)CN1C(=O)NC(C)(C)C1=O	-4	-16	-11	-5	3
32	COc1ccc(NC(=O)Cn2c(-c3ccccc3)cn(-c3ccc(C)cc3)c2=O)cc1	0	-2	9	4	0
33	COC(=O)c1ccc(C(=O)OC)c(NC(=S)N2CCN(c3ccccc3)CC2)c1	2	-21	5	-1	-4
34	CCN(Cc1cnn(C)c1)C(=O)CC1C(=O)NCCN1Cc1cccc(OC)c1OC (stereo not given)	-4	-2	16	1	0
35	COc1cccc(/C=N/Nc2ccc(C(=O)O)cc2)c1O	1	/	18	3	-23
36	O=[N+]([O-])c1ccc(-c2ncc(-c3ccc(Br)cc3)o2)cc1	0	15	5	1	7

entry	Furin inh	EP2 antag	RBBP9 inh	TbHK1 inh
25	-14[20 µM]	3	-5	-6
26	-4	8&10	-8&-6	0
27	-15	6	-6	5
28	-18	8	-1	-1
29	-17	9&8	0	-13
30	-17	5	2	12
31	-22	2	-6	0
32	-10[20 µM]	8	0	-5
33	-5[20 µM]	7	-3	-9
34	-24	7	7	2
35	-33	9	-1	-30
36	-27	6	-2	-21

Later entries:
entry	Compound	Ba/F3 V617F tox	p47phox inh	PPC-1+TRAIL kill	BaF3 tox	p97 inhibitor
37	O=C(COC(=O)c1ncc(Cl)c(Cl)c1Cl)c1ccc(Cl)s1	-5	-12	6	7	4
38	CC(=O)[C@H]1[C@H](CCc2ccccc2)NC(=O)N(Cc2ccccc2)[C@@H]1C	/	-14	14	/	/
39	O=C(CCSCCc1ccccn1)Nc1cc(F)ccc1F	0	-8	4	9	5
40	Cc1cccc2c1N(CCOc1ccccc1Cl)C(=O)C2=O	19	-8	1	11	-1
41	COc1cc(OC)c(C2N(c3ccc(Cl)c(Cl)c3)C(=O)C3CCCN32)cc1OC (stereo not given)	0	-3	22	3	-4
42	COCc1cc(C)nc(SCC[N+](C)(C)CC(=O)Nc2cccc(C(F)(F)F)c2)c1C#N	1	-10	7	8	-2
43	O=C(c1nc2ccc(Cl)cn2c1CNCC[C@@H]1C[C@@H]2C=C[C@H]1C2)N1CCCCCCC1	-5	-33	-1	2	3
44	COc1ccc(NC(=S)N(CCCN2CCOCC2)Cc2cn(C)c3ccccc23)cc1	0	-2	2	10	2
45	Cc1ccc(NC(=O)/C(C#N)=C/c2cn(CC(=O)NCc3ccco3)c3ccccc23)cc1C	-8	-14	46	1	6
46	CC(=O)Oc1ccc2ccccc2c1C(NC(=O)Cc1ccccc1)c1ccc(Cl)cc1 (stereo not given)	-3	-24	-3	2	1
47	CS(=O)(=O)NN1C(=O)c2ccccc2NC1c1ccccc1 (stereo not given)	-1	-11	6	3	3
48	COc1ccc(/C=N\NC(=O)C2C(=O)NCC2c2ccccc2)cc1O (stereo not given)	2	-4	8	5	-3

entry	Furin inh	EP2 antag	RBBP9 inh	TbHK1 inh
37	-6	12	-11	37
38	-26	22	/	-13
39	-18	6	-2	0
40	-3	7	-1	35
41	-7	5	-5	-29
42	-35	5	-4	12
43	-10	6	-6	8
44	-33	6	-3	-5
45	-23	3	5	24
46	-8[20 µM]	3	-2	-6
47	-29	3	1	-12
48	-20[20 µM]	17	-8	-11

(next part)
entry	Compound	Ba/F3 V617F tox	p47phox inh	PPC-1+TRAIL kill	BaF3 tox	p97 inhibitor
49	Cc1cccc(NC(=O)Nc2ccc(C)c(C)c2)n1	3	-8	-8	7	-5
50	CC(=O)NCCc1nc2cc(NC(=O)c3cccs3)ccc2n1C	-1	-9	12	4	2
51	Cc1ccc(NC(=O)CSc2n[nH]c(-c3ccco3)n2)cc1	-1	-2	/	3	-4
52	Cc1cc(=O)oc2c1c(C)nn2-c1ccc(Br)cc1	2	-10	25	2	-4
53	COc1ccc(NC(C)c2cc(Cl)ccc2O)cc1 (stereo not given)	-2	-6	9	6	2
54	COc1cccc(-c2nnc(N(C)C(=O)c3ccno3)s2)c1	5	-3	-1	5	-2
55	N#Cc1ccc(OCC(=O)OCC(=O)NCCC2=CCCCC2)cc1	-4	-7	3	0	5
56	Cc1nc(-c2ccc(NS(=O)(=O)c3ccccc3)cc2)cs1	5	2	3	4	-1

entry	Furin inh	EP2 antag	RBBP9 inh	TbHK1 inh
49	-21[20 µM]	23	1	-16
50	-20	10	-5	-8
51	-7	5	-6	8
52	-22	8	-11	3
53	-29[20 µM]	9	-2	0
54	-14	17&9	-8	-11
55	-13	8	-5	-3
56	-15	5	-2	8

Shown as tab-separated lines: entries from further up.
no.	SMILES	Ba/F3 V617F tox	p47phox inh	PPC-1+TRAIL kill	BaF3 tox	p97 inhibitor	Furin inh	EP2 antag	RBBP9 inh	TbHK1 inh
42	COCc1cc(C)nc(SCC[N+](C)(C)CC(=O)Nc2cccc(C(F)(F)F)c2)c1C#N	1	-10	7	8	-2	-35	5	-4	12
43	O=C(c1nc2ccc(Cl)cn2c1CNCC[C@@H]1C[C@@H]2C=C[C@H]1C2)N1CCCCCCC1	-5	-33	-1	2	3	-10	6	-6	8
44	COc1ccc(NC(=S)N(CCCN2CCOCC2)Cc2cn(C)c3ccccc23)cc1	0	-2	2	10	2	-33	6	-3	-5
45	Cc1ccc(NC(=O)/C(C#N)=C/c2cn(CC(=O)NCc3ccco3)c3ccccc23)cc1C	-8	-14	46	1	6	-23	3	5	24
46	CC(=O)Oc1ccc2ccccc2c1C(NC(=O)Cc1ccccc1)c1ccc(Cl)cc1 (stereo not given)	-3	-24	-3	2	1	-8[20 µM]	3	-2	-6
47	CS(=O)(=O)NN1C(=O)c2ccccc2NC1c1ccccc1 (stereo not given)	-1	-11	6	3	3	-29	3	1	-12
48	COc1ccc(/C=N\NC(=O)C2C(=O)NCC2c2ccccc2)cc1O (stereo not given)	2	-4	8	5	-3	-20[20 µM]	17	-8	-11
49	Cc1cccc(NC(=O)Nc2ccc(C)c(C)c2)n1	3	-8	-8	7	-5	-21[20 µM]	23	1	-16
50	CC(=O)NCCc1nc2cc(NC(=O)c3cccs3)ccc2n1C	-1	-9	12	4	2	-20	10	-5	-8
51	Cc1ccc(NC(=O)CSc2n[nH]c(-c3ccco3)n2)cc1	-1	-2	/	3	-4	-7	5	-6	8
52	Cc1cc(=O)oc2c1c(C)nn2-c1ccc(Br)cc1	2	-10	25	2	-4	-22	8	-11	3
53	COc1ccc(NC(C)c2cc(Cl)ccc2O)cc1 (stereo not given)	-2	-6	9	6	2	-29[20 µM]	9	-2	0
